FEN1 inhibitor = blocks human flap endonuclease 1; Recombinant FEN1 flap cleavage, fluorescence, 15 min; Potency, µM (titrated, usually from 114 µM), without a hit: at the highest dose activity change, negative = inhibition, hits mostly inhibitors; AID 588795; 0.35% of 390,000 active; P39748; active = well fitted inhibition curve with a large enough effect; inconclusive = small, poorly fitted or top-dose-only effect; inactive = no such curve, though single readings can be large or run the other way; also: nearly all actives have a fitted effect of over 65% in size
Target sequence (P39748 whole entry, looked up): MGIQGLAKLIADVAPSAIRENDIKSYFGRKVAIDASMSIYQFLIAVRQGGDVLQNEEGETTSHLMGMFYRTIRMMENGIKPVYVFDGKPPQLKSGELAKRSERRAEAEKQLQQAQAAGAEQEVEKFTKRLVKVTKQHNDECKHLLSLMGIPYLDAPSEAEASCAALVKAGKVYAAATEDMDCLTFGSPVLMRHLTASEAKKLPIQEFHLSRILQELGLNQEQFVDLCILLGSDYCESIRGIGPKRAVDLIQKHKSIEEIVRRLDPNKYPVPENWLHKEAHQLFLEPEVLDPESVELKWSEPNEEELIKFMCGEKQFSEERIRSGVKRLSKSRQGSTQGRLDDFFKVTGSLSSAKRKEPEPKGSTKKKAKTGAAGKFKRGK
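Read-out was taken twice, immediately and after 15 min, following addition of 50 nM substrate to 10 nM FEN1 that had sat with test compound for 15 min at room temperature. Curves came from a four-parameter Hill model.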
Starred values were filed as active, the others as inactive; ? = inconclusive; & = joins results of further samples. % is scaled to controls: 0 for no effect and ±100 for the full control effect; potency is read from the fitted curve at half-maximal effect. The list is partial; rates above refer to the full screens.

FEN1 inhibitor,SMILES
-4.9%,C#CCOCCOCCOCCNc1nc(N2CCN(C(=O)[C@H](CCCCN)n3cc(CC(C)O)nn3)CC2)nc(N2CCN(C(=O)[C@H](Cc3ccc(O)cc3)n3cc(CCO)nn3)CC2)n1 (stereo not given in full)
0.5%,O=C1NCc2c1c1c3ccccc3[nH]c1c1[nH]c3ccccc3c21
-8.3%,Oc1ccc(C[C@H]2CNC(=S)N2CC2CCCN2C[C@H](Cc2ccc(O)cc2)N2C[C@H](Cc3ccc(O)cc3)N(CC3CCCCCC3)C2=S)cc1 (stereo not given in full)
-2.3%&16.8%,COC(=O)C1N[C@@H]([C@@H](NC(=O)COc2ccccc2)C(=O)Nc2ccc(OC)cc2)SC1(C)C (stereo not given in full)
-20.4%,C=CCOC(=O)C(C(=O)Cc1ccccc1)c1ccccc1 (stereo not given)
-3.2%,CCOc1ccccc1C1NC(=O)c2ccccc2N1 (stereo not given)
0.2%,COCC1CCCN(C(=O)c2cc(COc3ccc(C(C)=O)cc3)on2)C1 (stereo not given)
-0.3%,COC(=O)c1cc2c(n(-c3ccccc3)c1=O)CCCC2=O
-21.1%,CCN(CC)CCCC(C)n1c2nc(=O)[nH]c(=O)c-2nc2cc(Cl)ccc21 (stereo not given)
?,CC(=O)Nc1ccc2c(c1)Cc1ccc(Cl)cc1-2
-2.0%&-2.9%,O=C1C[C@@H]2c3c(cccc3CN1Cc1ccccc1Br)C[C@@H](O)[C@H]2O
-1.8%,CCN(N=O)c1ccc(C=C2C=Cc3ccccc32)cc1
-0.6%,O=[N+]([O-])c1cccc(N=Cc2ccccc2)c1
4.1%,O=C(O)c1ccc(/C=N\Nc2ccccn2)cc1
-6.1%,COc1ccc(-c2c(C3=CCCCC3)oc3ccc(-c4ccc5c(c4)OCO5)cc23)cn1
-18.4%,O=C1C[C@H]2C=CCc3cccc(c32)CN1Cc1ccc(Br)cc1
?,CN(C)c1ccc2c(c1)C(=NO)c1ccccc1-2
8.9%,O=C(CCC(=O)c1ccccc1)Nc1ccccc1
0.4%,O=c1cc(NC2CCCCC2)[nH]c(=O)[nH]1
-34.3%,CC(=O)c1cccc(NC(=O)COc2ccccc2C(=O)Nc2ccccc2)c1
-11.8%,COc1ccc(S(=O)(=O)N2CCOCC2)cc1NC(=O)C1CCCCN1S(=O)(=O)c1ccccc1 (stereo not given)
-6.6%,CCN1C[C@@H]2[C@@H]3C(=O)N(C)C(=O)[C@@H]3[C@](CC)(C1=O)N2C(=O)c1ccc(F)cc1
-5.1%,O=C(NCCCc1nc2ccccc2n1CCCCOc1ccccc1)C1CCCCC1
2.1%,c1ccc(-c2nnc3nc(N4CCCCC4)nc(N4CCCCC4)n23)cc1
-15.9%,CC1=CC(c2ccccc2)n2nc(N)nc2N1 (stereo not given)
14.0%,O=C1NCCN(CC2CCN(CC3CCCC3)CC2)C1=O
?,O=c1c2ccccc2sn1-c1ccc(S(=O)(=O)N2CCCCC2)cc1
-1.3%,CC(=O)C(C(c1ccccc1)N1CCOCC1)N1CCOCC1 (stereo not given)
-20.6%,CCOC(=O)c1cc([N+](=O)[O-])cc([N+](=O)[O-])c1Sc1ncnc2nc[nH]c12
-10.9%,Nc1ccc(N=Nc2ccccc2)cc1[N+](=O)[O-]
3.9%,CCOc1cc(C(=S)N2CCN(C)CC2)ccc1OCC(=O)N1CCCC1
10.1%,CCCCC(=O)Nc1ccc(N2CCCC2)cc1
-14.6%,COc1ccc(S(=O)(=O)N2CCN(Cc3ccccc3[N+](=O)[O-])CC2)cc1
-10.7%,CCC(C(=O)NC1CCCCCC1)c1ccccc1 (stereo not given)
-18.2%,COc1cccc(/C=C2/SC(=S)N(CC(=O)Nc3nccs3)C2=O)c1
4.6%,O=C1/C(=C/c2ccccc2)CCc2ccc(Cl)nc21
0.0%,CC1=NN(C)C(=O)C1Cc1c(F)cccc1Cl (stereo not given)
7.2%,CCCN1CNc2c(c(=O)[nH]c(=S)n2CCc2ccsc2)C1
3.6%,O=C(c1ccccc1)N1CCC(=O)N(C(CO)Cc2ccccc2)CC1 (stereo not given)
-10.6%,CC(=O)NC(c1cccc([N+](=O)[O-])c1)c1c(OC(C)=O)ccc2ccccc12 (stereo not given)
2.0%,CCOC(=O)c1cn(C2CC2)c2c(F)c(NCCCN(C)C)c(F)cc2c1=O
-6.4%,c1ccc(COc2ncnc3c2ncn3CCCN2CCN(c3ccccn3)CC2)cc1
6.4%,NC(=O)NN=C1c2cc(S(=O)(=O)N3CCOCC3)ccc2-c2ccc(S(=O)(=O)N3CCOCC3)cc21
-21.0%,COC(=O)C=CC(=NNc1ccccc1)c1ccccc1
-10.6%,N#Cc1ccccc1S(=O)(=O)N1CCN(c2nc(-c3ccccc3)nc3ccccc23)CC1
9.0%,Cc1cc(C)c2c3c(cn2n1)c(=O)n(C)c(=O)n3C
5.9%,F[B-](F)(F)c1cncc2ccccc12
-7.7%,CC(=O)Nc1ccc(C=NNC(=O)CCCC(=O)NN=Cc2ccc(NC(C)=O)cc2)cc1
-11.3%,COc1cc(OC)c2c(-c3ccccc3)cc(C3CCCCC3)nc2c1
-5.0%,Cc1ccc(CC2(c3ccccc3)NC(=O)NC2=O)cc1 (stereo not given)

Sorted by value in FEN1 inhibitor (highest first): some entries from above
| SMILES | FEN1 inhibitor |
| --- | --- |
| CCCCC(=O)Nc1ccc(N2CCCC2)cc1 | 10.1% |
| O=C(CCC(=O)c1ccccc1)Nc1ccccc1 | 8.9% |
| CCOC(=O)c1cn(C2CC2)c2c(F)c(NCCCN(C)C)c(F)cc2c1=O | 2.0% |
| CC(=O)C(C(c1ccccc1)N1CCOCC1)N1CCOCC1 (stereo not given) | -1.3% |
| CC(=O)NC(c1cccc([N+](=O)[O-])c1)c1c(OC(C)=O)ccc2ccccc12 (stereo not given) | -10.6% |

More compounds:
FEN1 inhibitor,SMILES
-8.3%,Cn1c(COc2ccccc2)nnc1SCC(=O)Nc1nnc(C2CC2)s1
3.4%,OCCCn1c(C2CCCN2c2nc(-c3ccc(Cl)cc3)cs2)nc2cc(Cl)c(N3CCCCC3)cc21 (stereo not given)
11.7%,O=C(Nc1ccc(Nc2ccccc2)cc1)c1ccccc1
8.5%,O=C(C[n+]1ccccc1Br)c1ccc(O)c(O)c1
-22.0%,O=C(C=Cc1cccc(Cl)c1)c1ccccc1
10.7%,CN(Cc1ccccc1)C(=O)c1cccc(NC(=O)Cc2cccc(NC(=O)C3CCN(C(=O)C4CC4)CC3)c2)c1
-0.3%,CC(C)(C)n1ncc2c(=O)n(Cc3ccc(SC(F)(F)F)cc3)cnc21
0.0%,NC1(C(=O)O)CCCCC1c1ccccc1 (stereo not given)
-2.7%,CNc1nc(NC)c2cn[nH]c2n1
14.9%,Cc1onc(-c2c(Cl)cccc2Cl)c1C(=O)N1C(C)CCCC1C (stereo not given)
?,CN(C)CCNC(=O)c1cccc2ccc(-c3ccc(-c4ccccc4)cc3)nc12
0.6%,COc1cccc2c(=O)c3c([nH]c12)OC(C)(C)C3
2.2%,CCCCn1c(N)c(N(CCOC)C(=O)CCCn2c(=O)oc3ccccc32)c(=O)[nH]c1=O
-5.9%,NS(=O)(=O)c1ccc(CNC(=S)Nc2cc(S(=O)(=O)N3CCOCC3)ccc2Cl)cc1
-2.4%,CC(=O)OC1CC2(C)C(C(C)=O)CCC2C2CCC3=CC(=O)CCC3(C)C12 (stereo not given)
13.9%,CCOc1ccc(C2OCCC(C)O2)cc1OC (stereo not given)
11.4%,N#Cc1nc(-c2ccc(OCc3ccc(Cl)cc3)cc2)oc1N1CCCC1
-1.9%,COC(=O)[C@@H]1N2C(=O)[C@@H](NC(=O)C(C)Oc3ccccc3)[C@H]2SC1(C)C (stereo not given in full)
-1.5%,S=C1NCCC12C(=S)Nc1ccccc12 (stereo not given)
?,Cc1cc(=O)[nH]c(NN=Cc2cc(Br)ccc2O)n1
-7.4%,CCOC(=O)C1=NN(c2ccccc2)C2=NC(C)=C(C(=O)OC)C(c3cccs3)N12 (stereo not given)
-6.8%,O=c1c2ccccc2oc2cc(Br)ccc12
3.5%,COc1ccc(CN2CCC3CC2c2cc(Cl)ccc23)cc1 (stereo not given)
-18.3%,Cc1cccc2c(=O)c(C(=O)NCc3cccs3)c[nH]c12
-2.2%,O=C1NC(=O)C2(CCCCCC2)N1
-2.2%,COc1ccc(/C=C2\CCCCC2=O)cc1
-8.6%,COCCCN(C(=O)CSCC(=O)Nc1ccc(C)cc1)c1c(N)n(Cc2ccccc2)c(=O)[nH]c1=O
2.6%,O=C1C(c2ccccc2)C2C=CC(C2)N1O (stereo not given)
1.8%,Cc1c(Cl)cccc1-n1cnc(=O)c2ccccc21
15.6%,COc1ccc(CN(C)CCCn2cnc3c(OCc4ccccc4)ncnc32)cc1
9.3%,NC(=O)c1cc(Sc2ccccc2)nc2ccccc12
-15.2%,O=S(=O)(NCC1CCCO1)c1ccc(S(=O)(=O)N(Cc2ccccc2F)C2CCCCC2)cc1 (stereo not given)
-21.3%,COc1ccc(CCn2c(=N)c(C(=O)NCc3ccco3)cc3c(=O)n4ccccc4nc32)cc1OC
4.3%,CC(C)[C@H](NC(=O)OCc1ccccc1)C(=O)OCC(=O)N1C(C)CCCC1C (stereo not given in full)
9.2%,CCCCN1C(N)=NC[C@@H]1c1ccccc1
10.1%,O=C(CNC(=O)OCc1ccccc1)NC1(C(=O)O)CCCC1
-12.4%,COc1ccc(C2CCCCCN2C(=O)C2CCN(S(=O)(=O)c3cccc(C(C)=O)c3)CC2)cc1 (stereo not given)
-7.4%,CC(C)C[C@@H](CNCC(=O)[C@H](C)NC(=O)c1[nH]cnc1C(=O)N[C@@H](C)CN)NC(=O)c1nc[nH]c1C(=O)N[C@@H](CO)C(=O)O
-2.7%,CC[N+]1(CC(=O)c2ccc(Cl)cc2)CCCCC1
-26.3%,O=C1N[C@@H](Cc2cn(S(=O)(=O)c3ccc([N+](=O)[O-])cc3)c3ccccc23)C(=O)N[C@H]1Cc1ccccc1
0.0%,S=c1c2[nH]cnc2ncn1CCSc1ncnc2nc[nH]c12
-4.1%,NC(=O)c1ccc(NC(=O)COC(=O)c2ccc(Br)c(S(=O)(=O)N3CCOCC3)c2)cc1
4.7%,COc1ccc(S(=O)(=O)N2CCC(C(=O)NCC(=O)Nc3c(C)cccc3C)CC2)cc1OC
-1.6%,Cc1ccc(C)c2[nH]c(=O)c(CCNC(=O)c3ccc(Br)o3)cc12
-13.1%,COc1ccc(OC)c(N(CC(=O)Nc2ccccc2F)S(=O)(=O)c2ccccc2)c1
1.5%,COc1ccc(C=NN=C2c3ccccc3-c3ccccc32)cc1OC
12.1%,COc1ccc(N=Cc2ccccc2O)cc1
-6.4%,CC1(C)OC2OC(C3COC(=O)O3)C(OC(=O)c3ccccc3)C2O1 (stereo not given)
0.0%,CCCCCCCCCCCCCCCC[N+](C)(C)CCl
4.0%,CC1C(C)N(C(=O)CCl)c2ccccc2N1C(=O)CCl (stereo not given)

Five entries picked at random from the list so far, as already listed:
FEN1 inhibitor,SMILES
15.6%,COc1ccc(CN(C)CCCn2cnc3c(OCc4ccccc4)ncnc32)cc1
1.8%,Cc1c(Cl)cccc1-n1cnc(=O)c2ccccc21
-12.4%,COc1ccc(C2CCCCCN2C(=O)C2CCN(S(=O)(=O)c3cccc(C(C)=O)c3)CC2)cc1 (stereo not given)
-8.6%,COCCCN(C(=O)CSCC(=O)Nc1ccc(C)cc1)c1c(N)n(Cc2ccccc2)c(=O)[nH]c1=O
-2.7%,CC[N+]1(CC(=O)c2ccc(Cl)cc2)CCCCC1

New compounds follow.
FEN1 inhibitor,SMILES
5.5%,Clc1ncccc1OCc1ccccc1
-4.5%,Cn1c(=O)[nH]c2c(c1=O)CCO2
-5.3%,COCCNC(=O)c1cc(-c2ccccc2)nn1CC1CC(c2cccc([N+](=O)[O-])c2)=NO1 (stereo not given)
-14.0%,O=C(Nc1ccc(Cl)c(C(F)(F)F)c1)NC1CC2CCCC(C1)N2C1CC1 (stereo not given)
-19.4%,CC(=O)Nc1ccc(S(=O)(=O)N(C)c2ccc(OCC(=O)NCCc3ccccc3F)cc2)cc1
-5.9%,O=C1CC2(CCCCC2)Oc2ccccc21
1.5%,O=S1(=O)CSCS(=O)(=O)C1
-6.0%,Cc1cc(C)cc(S(=O)(=O)N2CCN(c3nc(-c4cccs4)nc4ccccc34)CC2)c1
-3.2%,Cc1ccc(S(=O)(=O)Oc2cccc([N+](=O)[O-])c2)cc1
-22.5%,COc1ccc(C2c3c(oc4ccccc4c3=O)C(=O)N2CCCN2CCOCC2)cc1 (stereo not given)
-15.7%,CC1(C)C=Cc2c(ccc3c2OC[C@@H](c2ccc(O)cc2O)C3)O1
-12.5%,Cn1c(=O)c2nc(SCc3ccccc3)n(C)c2n(C)c1=O
-3.3%,O=C(NCCN1CCNCC1)c1ccccc1O
6.8%,CC(=O)c1nn(-c2ccc(Cl)cc2)cc1C(=O)c1ccccc1
-5.7%,CC(=O)N1CCc2cc(S(=O)(=O)NC(C(=O)N3CCN(c4ccccc4F)CC3)C(C)C)ccc21 (stereo not given)
-2.6%,COc1cccc2cc(-c3cn4cccc(C)c4n3)c(=O)oc12
-17.4%,NC(=O)Nc1ccc(/C=C2\C=Cc3ccccc32)cc1
-11.2%,CN(C(=O)c1cccc(NC(=O)Cc2cccc(NC(=O)C3CCCN(C(=O)CCc4ccccc4)C3)c2)c1)C1CCC1 (stereo not given)
-3.2%,CC(=NNC(=S)N(Cc1ccccn1)Cc1ccccn1)c1cnccn1
-10.0%,NNC(=O)C1SCCN1S(=O)(=O)c1ccc(Cl)cc1 (stereo not given)
-12.4%,Cc1cc(NC(=O)CCC(=O)N(CC(=O)NC2CCCC2)c2cccc(C)c2C)no1
-24.0%,Cc1ccc2c(c1)C/C(=C/c1ccc(N(C)C)cc1)C2=O
-3.5%,COc1ccc(-c2nn(-c3ccccc3)cc2C(=O)N2CCN(S(=O)(=O)c3ccccc3[N+](=O)[O-])CC2)cc1
